D3 antag: antagonists of human D3 dopamine receptor | P35462 | D3R cells, DiscoveRx beta-arrestin luminescence, antagonist mode; stronger effect = lower value | max response, negative = inhibition, % | hit rate 2.5% among 360,000; in the data active = max response below about -50%; inconclusive = no clear call, values can overlap the other calls; note: % is set by controls: 0 for no effect and ±100 for the full control effect; mostly tested at two doses, the higher about 12 µM
Target sequence (P35462 whole entry, looked up): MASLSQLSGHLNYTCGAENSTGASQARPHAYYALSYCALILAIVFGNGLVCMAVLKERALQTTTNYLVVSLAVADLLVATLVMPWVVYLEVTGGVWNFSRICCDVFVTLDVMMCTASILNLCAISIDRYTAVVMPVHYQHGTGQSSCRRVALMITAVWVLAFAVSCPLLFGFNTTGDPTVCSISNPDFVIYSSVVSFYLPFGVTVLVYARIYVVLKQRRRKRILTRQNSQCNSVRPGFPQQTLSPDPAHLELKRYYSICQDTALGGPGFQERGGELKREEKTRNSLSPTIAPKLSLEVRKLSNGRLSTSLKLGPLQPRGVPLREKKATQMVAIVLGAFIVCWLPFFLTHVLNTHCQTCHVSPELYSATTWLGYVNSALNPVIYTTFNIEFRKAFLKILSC
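Cells expressing the human receptor were seeded at 1500 cells/well, incubated overnight at 37 degrees C in 5% CO2, then exposed to library compounds with dopamine controls for 90 minutes at 37 degrees C before luminescent detection.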
PTHR1 ag: activates the human parathyroid hormone receptor PTHR1; Potency, µM (titrated, usually from 115 µM), for inactives: at the highest dose activation, most hits filed as activators; hit rate 0.075% among 410,000; HEK293 GP2 PTHR1 cells, GloSensor cAMP luminescence, 1 h; note: potency is the fitted concentration of half-maximal effect; nearly all actives have a fitted effect of over 55% in size; some results filed as inactive show a strong effect at the top dose; inactives centre near -15; many of its hits are not listed in these tables
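HEK-293-derived GP2 cells expressing PTHR1 and a GloSensor cAMP reporter, 3,000/well, plated overnight, given luciferin plus IBMX (each 0.5 mM as added) for 1 h at 37 °C, then compound for 1 h at 37 °C. Luminescence was read after 15 min at room temperature.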
GLP-1R inv ag: acts as inverse agonist at human GLP-1 receptor; P43220; HEK293 GLP-1R CRE-luciferase, luminescence, 24 h; GLP-1R form is constitutively active; Potency, µM (titrated, usually from 38.3 µM), inactives show at the highest dose activity change, negative = inhibition, actives largely listed as inhibitors; hit rate 1.6% among 410,000; note: potency is the fitted concentration of half-maximal effect; % is set by controls: 0 for no effect and ±100 for the full control effect; nearly all actives have a fitted effect of over 55% in size
Target sequence (P43220 whole entry, looked up): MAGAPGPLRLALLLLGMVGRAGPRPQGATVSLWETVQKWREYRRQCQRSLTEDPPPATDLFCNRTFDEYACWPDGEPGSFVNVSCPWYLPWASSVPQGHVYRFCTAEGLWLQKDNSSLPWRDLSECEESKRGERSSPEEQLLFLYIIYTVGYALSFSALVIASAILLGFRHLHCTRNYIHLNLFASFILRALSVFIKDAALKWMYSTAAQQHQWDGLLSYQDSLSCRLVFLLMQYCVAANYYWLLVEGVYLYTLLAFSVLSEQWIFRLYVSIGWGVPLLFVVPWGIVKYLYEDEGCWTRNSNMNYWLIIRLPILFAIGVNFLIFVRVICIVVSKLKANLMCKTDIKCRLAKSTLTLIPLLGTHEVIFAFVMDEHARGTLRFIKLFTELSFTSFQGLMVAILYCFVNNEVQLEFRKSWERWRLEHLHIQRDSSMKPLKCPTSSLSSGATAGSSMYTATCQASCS
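HEK293 cells stably co-expressing a cAMP-responsive luciferase reporter and constitutively active GLP-1R were seeded, incubated 12 h, then exposed to compounds for 24 h at 37 C. Luminescence was read 12 min after detection reagent; inverse agonists lower signal.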
TDP-43 yeast inh: rescues yeast growth from TDP-43 toxicity. TDP-43 expressing yeast growth rescue, BacTiter-Glo, 24 h. Potency, µM (doses to about 46.1 µM), without a hit: at the highest dose growth rescue (activation), most hits filed as activators. hit rate 1.8% among 410,000. AID 652104; note: potency is the fitted concentration of half-maximal effect; % of control where 0% means no effect; nearly all actives have a fitted effect of over 50% in size
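Yeast expressing TDP-43 (pregrown in raffinose, seeded at OD600=0.02 in galactose medium) exposed to compounds 24 hr at 30 deg C. Growth read by BacTiter-Glo luminescence; rescue of toxicity appears as increased signal.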
pAkt inh: blocks phosphorylation of Akt | hit rate 0.32% among 360,000 | activity change, % for hits at 50 µM | Neuro2A IGF-stimulated pAkt S473 HTRF, 20 min; stronger effect = lower value; in the data active = activity change below about -80%; inconclusive = mostly about -51% to -80%; note: % is set by controls: 0 for no effect and ±100 for the full control effect
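Neuro2A cells in DMEM with 0.5% FBS, overnight at 37 deg C, given compound at single 50 µM final, then IGF (6 nM final) for 20 min at 37 deg C. Lysed; phospho-Akt Ser473 by HTRF after 24 h, 665/615 ratio.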
FUS suppressor: rescues growth of FUS-expressing yeast; AID 1347120; S. cerevisiae FUS-expressing, growth rescue, OD600, 24 h; Potency, µM (top dose mostly 76.6 µM), without a hit: at the top dose growth rescue (activation), usual class: activators; hit rate 0.24% among 390,000;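 note: potency is the fitted concentration of half-maximal effect; plate controls were DMSO vehicle for no effect and reference control for full effect; nearly all actives have a fitted effect of over 55% in size; some results filed as inactive show a strong effect at the top dose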
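Compound concentration series was pinned onto galactose-induced FUS-expressing yeast seeded at OD 0.005. Plates sat 24hr at 30C; absorbance at 600 nm gave growth. DMSO served as background control.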
GLP1R ag: activates the human GLP-1 receptor; P43220; HEK293 GLP-1R CRE-luciferase, luminescence, 4-6 h; cells express a hypersensitive GLP-1R form; Potency, µM (top dose mostly 45.6 µM), for inactives: at the top dose activation, most hits filed as activators; hit rate 0.007% among 380,000; AID 624172; note: potency is the fitted concentration of half-maximal effect; % of control where 0% means no effect
aSyn rescue: alpha-synuclein toxicity inhibition in yeast | Yeast expressing alpha-synuclein, growth rescue, BacTiter-Glo, 24 h | Potency, µM (top dose mostly 46.1 µM), for inactives: at the highest dose growth rescue (activation), most hits filed as activators | hit rate 0.14% among 370,000; note: potency is the fitted concentration of half-maximal effect; % of control where 0% means no effect; nearly all actives have a fitted effect of over 65% in size
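Rescue of yeast growth: cells expressing toxic alpha-synuclein, induced in galactose at OD600 0.02, incubated with compound 24 h at 30 C. ATP luminescence quantified growth; inhibitors of toxicity appear as activators.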
Abeta yeast res: A-beta toxicity reversal in yeast | hit rate 0.063% among 410,000 | yeast expressing A-beta42, growth rescue, OD600, 48 h; response scale: 0% DMSO, 100% iron-clioquinol control | Potency, µM (titrated, usually from 46.1 µM), for the others: at the top dose growth rescue, hits mostly activators; note: potency is the fitted concentration of half-maximal effect; nearly all actives have a fitted effect of over 55% in size
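Yeast A-beta toxicity model in growth medium with pinned compounds, 48 h at 30 C; growth read as absorbance at 600 nm. Normalized to FeCl3/clioquinol equimolar mix (positive) and DMSO (negative).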
Starred values were filed as active, the others as inactive; i = inactive; ? = inconclusive; nt = not tested or not shown; [ ] = dose if it differs, or a comment. Unless noted, calls come from the whole dose curve; as a rule, active = well fitted curve in the direction sought with a large enough effect; inconclusive = small, poorly fitted or top-dose-only effect, or another doubt; inactive = no such curve, though single readings can be large; an effect the other way counts as inactive or inconclusive.

SMILES | D3 antag | PTHR1 ag | GLP-1R inv ag | TDP-43 yeast inh | pAkt inh | FUS suppressor | GLP1R ag | aSyn rescue | Abeta yeast res
CCCN(CCC)S(=O)(=O)c1ccc(N2CCCCS2(=O)=O)cc1 | nt | -6% | -5% | 12%[9.22 µM] | nt | -2% | nt | nt | -7%
Cc1cccc(OC(C)C(=O)Nc2cc(Cl)ccc2-n2cncn2)c1 (stereo unspecified) | -5 | i | ? | 25% | i | 15% | 16% | 7% | -22%
Cc1cc(C)n2c(Br)c(CSc3nc4ccccc4o3)nc2n1 | 14 | i | 36%[activator] | 0% | i | 27% | 20% | -12% | -36%[inhibitor]
COCCCNC(=O)c1ccc(-n2c(-c3ccccc3)cc3c2CCCC3)cc1 | nt | -7% | 0% | 5% | nt | 30% | nt | nt | -10%
N#Cc1c[nH]n2c(NC3CCCCC3)c(-c3ccccc3F)nc12 | nt | i | 9% | 20%[9.22 µM] | nt | -15% | nt | nt | 15%
CC1(C)CC(C(=O)Nc2ccccc2)C(=O)O1 (stereo unspecified) | -6 | i | 2% | 0% | i | -17% | -1% | -5% | 4%
O=C(Nc1ccccc1)c1nc[nH]c1C(=O)NCCCCCCNC(=O)c1[nH]cnc1C(=O)Nc1ccccc1 | 13 | i | 5% | 16% | i | -16% | -1% | -5% | 1%
N#Cc1c(-c2ccccc2)nc(N2CCOCC2)[nH]c1=O | -2 | i | 10% | 12% | i | -41% | -15% | 1% | 15%[9.22 µM]
COc1ccccc1OCC(=O)N1CCNC1=O | 7 | i | 8% | 27% | i | -32% | 9% | 0% | 14%
CC(C)NC(=O)c1cc2nc(-c3ccco3)cc(C(F)(F)F)n2n1 | 15 | -16%[57.5 µM] | 8% | 15% | i | 9% | -1% | 3% | -6%
COc1ccc(NC(=O)C(=O)NCCc2ccc(OC)c(OC)c2)c(OC)c1 | nt | -12% | 8% | 18% | nt | 42% | nt | nt | -19%
O=C(COC(=O)c1cncc(Br)c1)NCc1ccccc1Cl | 16 | i | -6% | -4% | i | -32% | 0% | 7% | -4%
CC1CCN(c2nc3c(c(=O)n(C)c(=O)n3C)n2CCSc2ncccn2)CC1 | 13 | i | 5% | 0% | i | 9% | -3% | -2% | -2%
c1ccc2c(c1)N1CCN=C1N2CCN1CCCCC1 | -25 | -21% | ? | -2% | i | -5% | 0% | 0% | -1%
Cc1ccccc1C(=O)NCC(=O)NNC(=O)c1cccc(Cl)c1 | 11 | i | 2% | -2% | i | -9% | 10% | -1% | -7%
CCOC(=O)C1CCCN(C(=O)c2cc(F)cc(F)c2)CC1 (stereo unspecified) | 4 | -21% | 14% | 12% | i | -11% | -7% | 2% | 14%
Cc1ccc(N2CCN(S(=O)(=O)c3cc(C(=O)Nc4cc(Cl)cc(Cl)c4)ccc3F)CC2C)cc1 (stereo unspecified) | nt | -9% | ? | 16% | nt | 18% | nt | nt | -3%
Cc1c(C(=O)O)[nH]c2c1C(=O)CC(c1ccccc1)C2 (stereo unspecified) | 0 | ? | 1% | -6% | i | -5% | 1% | 0% | 23%
Cc1ccc(C23CC4CC(CC(CN)(C4)C2)C3)cc1 | -7 | -12% | ? | -7% | i | -8% | 5% | 2% | 10%
O=C(NNc1nc2ccccc2s1)Nc1ccc(F)cc1 | 15 | i | -25% | 21% | i | 7% | -2% | -6% | 15%
O=C(NCC(c1ccco1)N1CCCC1)c1sc2cc(F)ccc2c1Cl (stereo unspecified) | -9 | -1% | -5% | -23% | i | 9% | 12% | 1% | -11%
O=C(Nc1scc(-c2ccccc2)c1C(=O)O)c1ccccc1Cl | -7 | -1% | -21% | -26% | i | -19% | 0% | -18% | -16%
O=C(CN1CCCCCC1)Nc1cccc(NC(=O)CN2CCCCCC2)c1 | -8 | i | -22% | 21% | i | -1% | -1% | -25% | -24%
O=C(NCC1CC1)Nc1cccs1 | -1 | -23% | 8% | 4% | i | -6% | 8% | 6% | 6%
Cc1cc(C)cc(Oc2coc3c(CN(C)C)c(O)ccc3c2=O)c1 | 3 | -2% | 0% | -1% | i | 14% | 5% | -2% | 6%
O=C(Cn1[nH]c(=O)c2ccccc2c1=O)OCC(=O)N1CCc2ccccc2C1 | 22 | -12%[57.5 µM] | 0% | 14% | i | 11% | 1% | 1% | 11%
C[C@H]1CN([C@@H](C)CO)C(=O)c2cc(C3=CCCC3)cnc2O[C@@H]1CN(C)C(=O)c1ccncc1 | 3 | -11% | 24% | -6% | i | 3% | -5% | ? | 17%
CN(Cc1ccccc1)C(=O)c1ccc2c(c1)N(Cc1ccccc1F)C(=O)c1ccccc1S2(=O)=O | nt | -43%[inhibitor] | -18% | 1% | nt | 32µM* | -2% | nt | -11%
CCc1nn(CC(=O)N2CCN(c3cccc(C(F)(F)F)c3)CC2)c(=O)c2cc3occc3n12 | nt | i | 17% | -1% | nt | -6% | nt | nt | -14%
CCCC(c1nnnn1CCc1ccccc1)N1CCN(C2CCCC2)CC1 (stereo unspecified) | ? | -16%[57.5 µM] | ? | -18% | i | 12% | -1% | -12% | 6%

Looked up above:
Under aSyn rescue, `O=C(Nc1scc(-c2ccccc2)c1C(=O)O)c1ccccc1Cl` is entered as -18%
Under D3 antag, `O=C(NNc1nc2ccccc2s1)Nc1ccc(F)cc1` is entered as 15

Two entries from above, with values under each structure:
Value order – D3 antag | PTHR1 ag | GLP-1R inv ag | TDP-43 yeast inh | pAkt inh | FUS suppressor | GLP1R ag | aSyn rescue | Abeta yeast res
- CN(Cc1ccccc1)C(=O)c1ccc2c(c1)N(Cc1ccccc1F)C(=O)c1ccccc1S2(=O)=O
    nt | -43%[inhibitor] | -18% | 1% | nt | 32µM* | -2% | nt | -11%
- CCc1nn(CC(=O)N2CCN(c3cccc(C(F)(F)F)c3)CC2)c(=O)c2cc3occc3n12
    nt | i | 17% | -1% | nt | -6% | nt | nt | -14%

The listing continues.
SMILES | D3 antag | PTHR1 ag | GLP-1R inv ag | TDP-43 yeast inh | pAkt inh | FUS suppressor | GLP1R ag | aSyn rescue | Abeta yeast res
Fc1cccc(Cc2c(-c3cccc(Cl)c3)nc3ccc(Br)cn23)c1 | 13 | -6% | ? | ? | i | 20% | -1% | -23% | -17%
CCCCNC(=O)CN1C(=O)CSc2ccc(S(=O)(=O)N3CCC(C)CC3)cc21 | nt | -18% | -9% | 3% | nt | 5% | nt | nt | -13%
N#Cc1nc(COc2ccccc2)oc1NCCN1CCOCC1 | 25 | 5% | 23% | -10% | i | 21% | 0% | -8% | 1%
CCOc1ccc(NC(=O)c2c(NCc3cc(OC)c(OC)cc3OC)sc3c2CCCC3)cc1 | nt | i | -11% | 5% | nt | ? | nt | nt | -18%
COc1ccc(C(=O)NCC(=O)OCC(=O)NCCC2=CCCCC2)cc1 | 5 | i | -11% | 20% | i | 5% | 4% | -6% | -6%
COc1ccc(C)c(-n2c(N)cc(=O)n(Cc3ccccc3)c2=O)c1 | 0 | i | -13% | 3% | i | 3% | -4% | -3% | 5%
COc1ccc(N(CC(=O)NC2CCCC2)S(=O)(=O)c2ccc(NC(C)=O)cc2)cc1 | -1 | -19% | 24% | 10% | i | 14% | 1% | 1% | 5%
CCc1ccc(S(=O)(=O)N2CCCC(N3CCN(c4ccc(OC)cc4)CC3)C2)cc1 (stereo unspecified) | 4 | -11% | ? | 12% | i | nt | 0% | 5% | 1%
Cc1ccc(NC(=O)COc2cccc(-n3cnnn3)c2)cc1[N+](=O)[O-] | -4 | -11% | -18% | -5% | i | 13% | 19% | 1% | 1%
CCCc1nnc(NC(=O)C2CCN(C(=O)C3CC(=O)N(c4ccc(C)cc4)C3)CC2)s1 (stereo unspecified) | 2 | i | 6% | 14% | i | 7% | 2% | 0% | -6%
CCn1c2c(c3cc(C(=O)O)ccc31)CCCC2=O | -3 | -13%[57.5 µM] | 49%[activator] | 21% | i | 1% | -7% | -1% | -29%
CCOC(=O)c1cc(C)n(CC2CCC(C(=O)Nc3ccc(C(C)=O)cc3)CC2)c1C (stereo unspecified) | nt | -60%[inhibitor] | -19% | 23% | nt | 21% | nt | nt | -2%
COc1ccc(-c2nc(-c3cc4cc(Br)ccc4oc3=O)cs2)cc1 | nt | -40% | 6% | 0%[9.22 µM] | nt | -19% | nt | nt | 2%
Cc1ccc(/C=N/NC(=O)CCn2nc(C)cc2C)c(C)c1 | -7 | i | ? | 17% | i | 12% | 12% | -2% | -11%
Cn1c(N)c(C(=O)COc2ccc(C#N)cc2)c(=O)n(C)c1=O | -10 | -3% | 1%[0.307 µM] | -3% | i | 7% | -11% | 0% | 16%
CN(CC(=O)Nc1cccc(F)c1)C(=O)CNC(=O)Cc1cccc2ccccc12 | -1 | i | ? | 6% | i | 12% | -1% | 1% | -3%
COc1ccccc1CCn1cnc(Cc2ccccc2)c1C(C)C | 8 | -30%[inhibitor] | ? | ? | i | 16% | 0% | 1% | -4%
CCCCn1cc(S(=O)(=O)c2cccc(C)c2)c(=O)c2cc(F)c(N3CCOCC3)cc21 | nt | -4% | 5% | ? | nt | -3% | nt | nt | 3%
CCc1ccc(Nc2ccc(C(N)=O)cc2[N+](=O)[O-])cc1 | -24 | -49%[inhibitor] | 15% | -8% | i | -16% | 1% | -7% | -11%
Cc1ccc(Nc2ncnc(Cl)c2N)cc1 | 1 | -56% | 10% | 35µM* | i | 2% | 7% | 3% | 5%
CCCn1c(NC(=S)Nc2ccccc2)nc2ccccc21 | 12 | -19% | 0% | ? | i | nt | 20% | -14% | -24%

A run of entries taken from the entries so far:
SMILES | D3 antag | PTHR1 ag | GLP-1R inv ag | TDP-43 yeast inh | pAkt inh | FUS suppressor | GLP1R ag | aSyn rescue | Abeta yeast res
Cc1ccc(Nc2ncnc(Cl)c2N)cc1 | 1 | -56% | 10% | 35µM* | i | 2% | 7% | 3% | 5%
CCCn1c(NC(=S)Nc2ccccc2)nc2ccccc21 | 12 | -19% | 0% | ? | i | nt | 20% | -14% | -24%

Assay outcomes as filed in PubChem.

This is a subset; the hit share may differ from the screen's.
